Pf growth 48h: P. falciparum growth inhibition at 48 hours (one generation); P. falciparum luciferase growth in erythrocytes, 48 h; Potency, µM (doses to about 28.7 µM), for inactives: top-dose activity change, negative = inhibition, hits mostly inhibitors; 5.9% of 310,000 active; also: potency is read from the fitted curve at half-maximal effect; % is scaled to controls: 0 for no effect and ±100 for the full control effect
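Luminescence readout; reporter = integrated firefly luciferase in P. falciparum. RBC culture at 2% hematocrit, 0.1% parasitemia final, 37 C/5% CO2; decreased signal taken as growth inhibition.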
LmPK inh: inhibitors of Leishmania mexicana pyruvate kinase; 0.37% of 290,000 active; Q27686; purified LmPK, Kinase-Glo ATP luminescence, 1 h; AID 1721; Potency, µM (top dose mostly 57.5 µM), without a hit: at the top dose activity change, negative = inhibition, most hits filed as inhibitors; also: potency is read from the fitted curve at half-maximal effect; % is scaled to controls: 0 for no effect and ±100 for the full control effect
Target sequence (Q27686 whole entry, looked up): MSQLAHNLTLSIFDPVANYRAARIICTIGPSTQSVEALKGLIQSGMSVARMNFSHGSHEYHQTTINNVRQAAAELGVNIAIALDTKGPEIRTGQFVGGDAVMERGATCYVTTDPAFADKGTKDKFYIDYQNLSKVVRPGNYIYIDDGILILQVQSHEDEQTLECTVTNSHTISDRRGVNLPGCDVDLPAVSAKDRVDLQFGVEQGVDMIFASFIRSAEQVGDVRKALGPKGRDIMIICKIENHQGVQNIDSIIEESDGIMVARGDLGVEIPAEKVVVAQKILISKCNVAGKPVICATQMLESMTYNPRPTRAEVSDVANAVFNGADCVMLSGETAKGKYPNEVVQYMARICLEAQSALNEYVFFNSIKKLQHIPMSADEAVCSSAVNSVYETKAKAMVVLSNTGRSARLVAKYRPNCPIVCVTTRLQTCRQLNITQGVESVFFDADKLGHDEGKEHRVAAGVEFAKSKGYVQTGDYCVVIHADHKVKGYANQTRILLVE
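Purified LmPK (0.1 nM) converted ADP (0.1 mM) to ATP with PEP (0.5 mM) in imidazole buffer pH 7.2 with KCl and MgCl2, 1 h at room temperature. ATP was read by Kinase-Glo luminescence; data normalized to uninhibited and no-enzyme controls.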
Pf growth 96h: P. falciparum growth inhibition at 96 hour, primary screen for plastid delayed-death inhibitors; P. falciparum luciferase reporter growth, 96 h; Potency, µM (series often up to 28.7 µM), for the others: at the highest dose activity change, negative = inhibition, usual class: inhibitors; 6.9% of 320,000 active; AID 504834; also: potency is read from the fitted curve at half-maximal effect; % is scaled to controls: 0 for no effect and ±100 for the full control effect
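Parasite growth measured via integrated firefly luciferase reporter in P. falciparum. Infected erythrocytes at 2% hematocrit, 0.05% parasitemia final were treated 96 hours at 37 C under 5% CO2, and luminescence was read.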
Cycloheximide cs: affects cycloheximide protein synthesis inhibition readout, counter-screen. cell reporter, cycloheximide protein synthesis inhibition counterscreen. max response, %. 12% of 300,000 active. AID 2314; in the data active = max response mostly above about 13%, no sharp cut-off; inactive = mostly below about 14%; also: read at 38.3 µM for the half of the compounds with a filed dose; 0% is about no effect
HCV inhibitor: blocks hepatitis C virus; Huh7.5.1 HCVcc-Cre infection, luciferase reporter, 44 h; Potency, µM (doses to about 41.8 µM), without a hit: at the top dose activity change, negative = inhibition, usual class: inhibitors; 3.4% of 340,000 active; AID 651820; also: potency is read from the fitted curve at half-maximal effect; % is scaled to controls: 0 for no effect and ±100 for the full control effect
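Whole-lifecycle infectious HCVcc-Cre system; cells 1,000/well, compound then virus (~0.5 moi) added 4 h after plating, 44 h culture. Luciferase read 15 sec following 15 min substrate incubation, room temp.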
Tb PYK inh: blocks Trypanosoma brucei pyruvate kinase; TbPYK enzyme, Kinase-Glo Plus ATP luminescence, 45 min; AID 624173; Q57TT1; 0.12% of 410,000 active; Potency, µM (doses to about 76.8 µM), for inactives: top-dose activity, negative = inhibition, hits mostly inhibitors; also: potency is read from the fitted curve at half-maximal effect; % is scaled to controls: 0 for no effect and ±100 for the full control effect; nearly all actives have a fitted effect of over 50% in size
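TbPYK + substrate in 50 mM TEA pH 7.2, 100 mM KCl, 10 mM MgCl2, 0.05% BSA, 0.01% Tween-20; cpd pinned; ADP 130 uM final; 45 min RT; Kinase-Glo Plus 10 min; luminescence endpoint.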
Shiga inhibitor: Shiga toxin inhibition | Vero cells, Shiga toxin protein synthesis inhibition reporter | inhibition, % at 38.7 µM | 9.2% of 290,000 active; in the data active = inhibition mostly above about 28%, no sharp cut-off; inactive = mostly below about 43%; also: 0% is about no effect
An asterisk follows results filed as active; ? = inconclusive; nt = not tested or not shown; & = joins results of further samples; [ ] = remark or other dose. Unless noted, calls follow the shape of the dose curve; as a rule, active = well fitted curve in the direction sought with a large enough effect; inconclusive = small, poorly fitted or top-dose-only effect, or another doubt; inactive = no such curve, though single readings can be large; an effect the other way counts as inactive or inconclusive. Rows were taken by chance. About 24% of those tested had a hit in this group.

SMILES	Pf growth 48h	LmPK inh	Pf growth 96h	Cycloheximide cs	HCV inhibitor	Tb PYK inh	Shiga inhibitor
COCC1CCN(C(=O)c2cc(COc3ccc(-n4cncn4)cc3)on2)C1 (configuration not stated)	8%	-13%	?	1	1%	-2%	5
CCOc1cc(S(=O)(=O)NCCc2ccc(OC)c(OC)c2)c(OCC)cc1-n1cnnn1	nt	4%	-23%	-4	-3%	4%	-11
Cc1ccccc1CN(c1ccc(C(=O)NCC2CCCO2)cc1)S(C)(=O)=O (configuration not stated)	-7%	1%	-15%	-5	11%	8%	-12
Cn1ncc(Br)c1NC(=O)c1cc(Cl)cc(Cl)c1	?	5%	-7%	-5	-10%	0%	0
O=C(O)CCC(=O)NNC(=O)c1ccc(Br)cc1	6%	-3%	?	-6	14%	-4%	-8
Cc1ccc(OCC(=O)N2CCOCC2)c([N+](=O)[O-])n1	6%	0%	15%	-4	19%	0%	-7
O=S(=O)(c1ccc(Cl)c(F)c1)N1CCC(c2nc(-c3ccncc3)no2)CC1	15%	-3%	3%	-3	22%	-5%	-3
COc1ccccc1[C@@]1(C)ON(c2ccccc2C(F)(F)F)C1=O	1.5µM*	nt	1µM*	nt	3.2µM*	-3%	nt
CC(N=C1NS(=O)(=O)c2ccccc21)C(=O)Nc1ccc(F)cc1Cl (configuration not stated)	-13%	nt	-28%	nt	9%	5%	nt
CCOc1ccc(C(=O)/C=C/Nc2ccc(S(=O)(=O)Nc3onc(C)c3C)cc2)cc1	37%[activator]	0%	2%	20*	2%	-11%	85*
O=C(NC1CCCC1)c1cc(-c2ccc(Cl)c(Cl)c2)on1	10%	5%	48%[activator]	27*	-23%	0%	45*
Cn1c(CSCc2ccccc2)nnc1SCC(=O)Nc1ccc(C(=O)O)cc1	-6%	-1%	16%	-2	8%	0%	4
Cc1coc(NC(=O)CSc2nc(-c3ccc(Cl)cc3)cc(C(F)(F)F)c2C#N)n1	29%	8%	nt	-2	?	-8%	37
COC(=O)c1cc(OC)c(OC)cc1NC(=O)c1cc(OC)cc(OC)c1	?	1%	18%	-2	-24%	2%	-17
O=C(NCc1ccccc1)Oc1cccc(Cl)c1	26%	-1%	13%	9.6*	2%	6%	72
N#CCSc1nnc(CNc2ccc(F)cc2)o1	18%	-3%	35%[activator]	1	-13%	2%	8
O=C1COc2ccc(C(=O)COC(=O)Cn3cnc4ccccc43)cc2N1	22%	0%	4%	21	17%	-2%	58
CCN=C(Nc1ccc(Cl)cc1)c1cccnc1	6%	-8%	105%[activator]	0	5%	3%	-7
CCC(=O)NC(=S)Nc1cccc(Cl)c1N1CCCC1	?	2%	-1%	8	-6%	-3%	8
Oc1c(CN2CCCCC2)cc(COCc2ccccc2)c2cccnc12	1.9µM*	6%	2.1µM*	17*	10µM*	-9%	34
CN1C(=O)C(=Cc2ccc(OCC(=O)Nc3ccccc3)cc2)C(=O)N(C)C1=O	6%	8%	2%	50*	-8%	-23%	75*
Oc1ccccc1Nc1ccccn1	?	-1%	?	8	?	5%	42
O=C(COc1ccc(/C=N/NC(=O)c2ccc(O)cc2)cc1)Nc1ccc([N+](=O)[O-])cc1	20%	-6%	?	11	20%	-3%	-8
NS(=O)(=O)c1cccc(NC(=O)COC(=O)c2cc(-c3ccc(Cl)cc3)nc3ccccc23)c1	8%	6%	13%	-2	-2%	-14%	-1
C[C@H](NC(=O)[C@@H]1Cc2ccccc2CN1)C(=O)NC[C@H]1CC[C@H](C(=O)O)CC1	nt	1%	3%	-1	14%	-1%	-7
SMILES	Pf growth 48h	LmPK inh	Pf growth 96h	Cycloheximide cs	HCV inhibitor	Tb PYK inh	Shiga inhibitor
O=C(NCCCN1CCOCC1)c1ccccc1	23%	-1%	37%[activator]	0	?	-1%	-51
COc1ccc(-n2c(=S)[nH]c3cc(C(=O)NCc4cccnc4)ccc3c2=O)cc1	-3%	-5%	-4%	-5	10%	-6%	-8
Cc1ccccc1OCC(=O)Nc1ccccc1N1CCCCC1	?	8%	10µM*	-3	?	-6%	6
CCOC(=O)N1CCN(Cc2nc3cc([N+](=O)[O-])ccc3n2CC)CC1	-29%	2%	1%	3	2%	-7%	5
NC(=O)CC[C@H](NC(=O)c1ccc(F)cc1)C(=O)OCC(=O)NCc1ccc(F)cc1	0%	10%	15%	-4	26%	-20%	-12
CC(=O)NC(=S)Nc1ccc(NC(=S)NC(=O)c2ccc([N+](=O)[O-])cc2)cc1	9%	-2%	6%	10	-13%	-6%	-11
Cc1cccn2c(=O)c(C=O)c(N3CC(C)OC(C)C3)nc12 (configuration not stated)	0%	0%	?	-5	-18%	1%	-15
Fc1ccc(C(c2nnnn2C2CCCC2)N2CCc3ccccc32)cc1 (configuration not stated)	?	0%	?	-5	-11%	4%	-5
Nc1nc(N)c2sc3nc4c(cc3c2n1)CCC4	57%[activator]	-17%	nt	25*	9%	-20%	52
COc1cc(C2=NOC(C(=O)Nc3ccc(C(C)=O)cc3)C2)cc(OC)c1OC (configuration not stated)	34%[activator]	3%	?	29*	4%	-6%	81*
O=C(Nc1cc(C(F)(F)F)ccc1N1CCOCC1)c1ccco1	17%	4%	-2%	9	?	-10%	2
Nc1c(C(=O)NCC2CCCO2)sc2nc3c(c(-c4ccco4)c12)CC/C3=C\c1ccco1 (configuration not stated)	?	-5%	?	15	?	-6%	11
CCOCCCn1c(=S)[nH]c2cc(C(=O)NC3CCCC(C)C3C)ccc2c1=O (configuration not stated)	13%	0%	?	-3	-5%	-3%	2
C/C(=N\NC(=O)c1ccccc1)c1cccc(Br)c1	58%[activator]	-8%	3%	48*	-2%	-15%	124*
COc1cc2cc(C(c3nnnn3C(C)(C)C)N3CCC(C)CC3)c(=O)[nH]c2cc1OC (configuration not stated)	?	2%	nt	-4	-3%	nt	-13
CN1CCC(=C(c2ccc(Cl)cc2)c2ccccn2)CC1	?	-1%	12%	0	?	-11%	-6
Cc1ccc(SC[C@H](c2ccccc2)N2CCN(CCc3ccccc3)CCC2=O)cc1	?	5%	?	33*	-14%	-3%	59*
CC(C)Cn1c(SCC(=O)N2CCc3ccccc3C2)nc2cc(Cl)ccc2c1=O	?	-1%	4.7µM*	-3	-9%	-4%	-2
Cn1c2ccccc2c(=O)c2c(=O)n(-c3ccccc3)c(C3CCCCC3)nc21	9.3µM*	8%	9.3µM*	-4	13%	-8%	14
O=S(=O)(NC1CCCCC1)OCC(Cl)(Cl)Cl	2%	1%	12%	-3	5%	-6%	3
Cc1ccc(S(=O)(=O)N(C)c2ccc(OCc3cccc(C)c3)cc2)cc1	-14%	1%	?	6	nt	-4%	4
Cc1ccc(-n2nnnc2SC(C)C(N)=O)c(C)c1 (configuration not stated)	nt	12%	?	-3	17%	1%	-14
O=C(Nc1ccccc1)N1CCCN(Cc2c(F)cccc2Cl)CC1	-11%	4%	14%	1	1%	-5%	-4
CCCOc1ccccc1C(=O)N(Cc1ccco1)C1CCS(=O)(=O)C1 (configuration not stated)	?	-6%	14%	-3	8%	?	-5
C/C(CC(=O)Nc1ccccn1)=N\NC(=O)c1ccncc1	?	2%	17%	-5	nt	nt	-3

Results in Pf growth 96h, for two of the compounds above:
| SMILES | Pf growth 96h |
| --- | --- |
| O=C(NCCCN1CCOCC1)c1ccccc1 | 37%[activator] |
| Cn1c2ccccc2c(=O)c2c(=O)n(-c3ccccc3)c(C3CCCCC3)nc21 | 9.3µM* |

Ordered by formula weight (highest first): some entries from above.
SMILES	Pf growth 48h	LmPK inh	Pf growth 96h	Cycloheximide cs	HCV inhibitor	Tb PYK inh	Shiga inhibitor
COc1cc(C2=NOC(C(=O)Nc3ccc(C(C)=O)cc3)C2)cc(OC)c1OC (configuration not stated)	34%[activator]	3%	?	29*	4%	-6%	81*
Cn1c2ccccc2c(=O)c2c(=O)n(-c3ccccc3)c(C3CCCCC3)nc21	9.3µM*	8%	9.3µM*	-4	13%	-8%	14
O=C(Nc1ccccc1)N1CCCN(Cc2c(F)cccc2Cl)CC1	-11%	4%	14%	1	1%	-5%	-4
C/C(=N\NC(=O)c1ccccc1)c1cccc(Br)c1	58%[activator]	-8%	3%	48*	-2%	-15%	124*

Next results:
SMILES	Pf growth 48h	LmPK inh	Pf growth 96h	Cycloheximide cs	HCV inhibitor	Tb PYK inh	Shiga inhibitor
O=C(NCCc1ccccn1)/C(=C/c1ccco1)NC(=O)c1ccccc1	74%[activator]	-5%	29%	33*	15%	3%	49*
CCN(Cc1ccccc1)C(=O)c1cccc(S(=O)(=O)N2CCN(Cc3ccccc3)CC2)c1	6%	nt	-3%	nt	?	-2%	nt
Cc1ccc(S(=O)(=O)N(C)C)cc1NC(=O)CN1CCN(Cc2ccccc2)CC1	3%	3%	-15%	-4	26%	1%	-12
Cc1ccc(NC(=O)CN(C)S(=O)(=O)c2cccs2)cc1F	82%[activator]	-4%	44%[activator]	38*	-27%	-1%	75*
CCOC(=O)C1=CC[C@@H](c2cccc(C)c2)N(S(=O)(=O)c2ccc(C)cc2)[C@H]1C(=O)OCC	?	nt	?	nt	?	-3%	nt
COc1ccccc1C(=O)N1C(CC(=O)Nc2ccccc2C)C(=O)NC2CCCCC21 (configuration not stated)	3%	-5%	2%	-3	11%	-18%	-1
CCOC(=O)/C(C#N)=c1/s/c(=C2\C=Cc3ccccc3N2CC)c(=O)n1CC	-5%	-16%	?	-2	21%	-12%	-20
CCOC(=O)C1=C(C)NC(SCC(=O)OC)=C(C#N)C1c1ccc(C(=O)OC)cc1 (configuration not stated)	?	4%	37%[activator]	0	12%&2%	?	-10
Cc1ccc2cc(NC(=O)c3ccccc3C)ccc2n1	6%[0.00184 µM]	-16%	150%[activator]	34*	-5%	-2%	81*
COc1cc(C(=O)NCCc2ncccc2C)ccc1OC1CCN(C(C)=O)CC1	9.3µM*	0%	7%	2	18%	7%	12
Cc1nc2c(c(-c3ccccc3)c1C#N)C(=O)c1ccccc1-2	11%	3%	30%	-3	?	2%	-11
COCCCn1c2nc3ccccc3nc2c2c(=O)n(-c3ccccc3OC)c(C)nc21	-9%	4%	-5%	-2	0%	nt	-3
COc1ccc(N2C(=O)[C@@H]3C(c4cccnc4)=NO[C@@H]3C2=O)cc1	8%	10%	12%	1	6%	-7%	-2
CCOC(=O)C1(Cc2cccc(OC)c2)CCN(Cc2cccc3c2OCO3)CC1	?	0%	?	5	?	-1%	15
Cc1ccc2cccc(OCC(=O)Nc3cccc(S(=O)(=O)N4CCCC4)c3)c2n1	9.3µM*	nt	?	nt	5.6µM*	-1%	nt
CC1Cc2cc(/C(O)=C3/C(=O)C(=O)N(CCCN4CCOCC4)C3c3ccc(C(C)C)cc3)ccc2O1 (configuration not stated)	?	9%	?	8	9%	-2%	-4
Oc1[nH]c2ccccc2c1N=NC(=S)N1CCOCC1	0.59µM*	22µM*	0.59µM*	16*	8.9µM*	?	58
O=S(=O)(NNc1cccc(Cl)n1)c1ccc(Cl)cc1	0%	2%	-2%	3	9%	3%	-9
Cn1cc(C(=O)N/N=C/c2ccc3c(c2)OCO3)c2ccccc21	10%	3%	-7%	40*	?	-14%	58*
Cc1ncc([N+](=O)[O-])n1CC(=O)Nc1ccc(F)c(Cl)c1	?	-7%	16%	9	27%	-7%	26
